# GFP derepression = epigenetic GFP locus derepression in mouse cells; mouse C127i GFP locus derepression, cytometry, 30 h; Potency, µM (doses to about 46.1 µM), for inactives: at the highest dose GFP derepression (activation); 0.09% of 68,000 active; AID 597; note: % of control where 0% means no effect
#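 Derepression screen: silenced CMV-GFP reporter in murine C127i cells, 30 h compound incubation at 37 C, washed cells imaged by laser-scanning cytometer to enumerate GFP-expressing objects of 20 to 120 um.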
# 4-MU autofl = compound fluoresces in the 4-MU spectral region | compound autofluorescence, 340/450 nm, 4-MU equivalents; hits give high values | max dye-equivalent concentration, M | 11% of 59,000 active | AID 589; in the data active = max dye-equivalent concentration above about 10 nM; inconclusive = mostly about 1.1 nM to 9.6 nM
#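 Compounds in 100 mM Tris, pH 8.0, sat 15 min at room temperature before fluorescence was read at 340 nm excitation/450 nm emission; a per-plate six-point 4-MU standard curve converted signals to dye-equivalent concentration at each compound concentration.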
# BRCT PPI red = disrupts BRCA1 BRCT binding to phosphoprotein, red fluorophore readout | P38398 | BRCT-phosphopeptide binding, red fluorescence polarization | Potency, µM (top dose mostly 76.9 µM), for the others: at the top dose activity change, negative = inhibition, hits mostly inhibitors | 0.03% of 75,000 active | AID 892; note: % is set by controls: 0 for no effect and ±100 for the full control effect
#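 Fluorescence polarization: 100 nM His-tagged BRCA1 BRCT with 100 nM TAMRA-labelled phospho-BACH1 decapeptide, phosphate buffer pH 7.3 with 150 mM NaCl, DTT, 0.01% Tween 20; 12 min RT. Binding inhibition seen as FP decrease.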
# USP2a inhib = blocks human ubiquitin-specific protease USP2a; USP2a enzymatic assay, qHTS inhibition; Potency, µM (series often up to 38.3 µM), for the others: at the top dose activity change, negative = inhibition, usual class: inhibitors; 0.1% of 60,000 active; AID 927;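 note: potency is the fitted concentration of half-maximal effect; nearly all actives have a fitted effect of over 60% in size; plate controls were DMSO for no effect and NEM full inhibition control for full effect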
#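 USP2 core (20nM final) preincubated 30 min RT with compound, then Ub-PLA2 20nM and NBD C6-HPC 20uM final added; buffer 20mM Tris-HCl pH 8.0, 2mM CaCl2. Fluorescence Ex 460/Em 535 read at 0 and 2.5 h; normalized to NEM.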
# Caspase-1 inhib = allosteric or competitive inhibitors of human caspase-1; Caspase-1 enzyme, Ac-WEHD-AFC fluorogenic rate; Potency, µM (series often up to 57.5 µM), inactives show top-dose activity change, negative = inhibition, hits mostly inhibitors; 0.03% of 75,000 active; AID 900;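 note: potency is the fitted concentration of half-maximal effect; plate controls were vehicle for no effect and no substrate for full effect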
# HEK293 cAMP cs = raises cAMP in parental HEK293 cells, TSHR agonist counter-screen. parental HEK293 CNG cAMP sensor, membrane potential fluorescence. Potency, µM (highest dose often 57.1 µM), for inactives: at the highest dose activation, actives largely listed as activators. 2.5% of 73,000 active; note: potency is the fitted concentration of half-maximal effect; % of control where 0% means no effect; nearly all actives have a fitted effect of over 55% in size
#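 Counterscreen for endogenous-receptor signalling: CNG-channel HEK 293 cells report cAMP rise by membrane depolarization. After 60 min dye equilibration with 100 uM RO 20-1724, compounds incubated 30 min before bottom-read fluorescence at 590 nm.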
# BRCT inh green = BRCA1 BRCT-phosphoprotein interaction inhibition; P38398; BRCA1 BRCT-phosphopeptide binding, green fluorescence polarization; Potency, µM (doses to about 76.9 µM), without a hit: at the highest dose activity change, negative = inhibition, actives largely listed as inhibitors; 0.05% of 75,000 active; AID 875;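 note: potency is the fitted concentration of half-maximal effect; plate controls were peptide without protein for full effect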
#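 Fluorescence polarization: His-tagged BRCT (~35 kDa BRCA1 C-terminus, 250 nM) bound to 100 nM fluorescein-labeled phosphorylated 10-aa BACH1 peptide, pH 7.3 phosphate buffer with DTT and Tween 20. Compounds incubated 12 min at room temperature; inhibition read as lowered polarization.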
# Caspase-7 inhib = blocks human caspase-7 allosterically or competitively | P55210 | recombinant caspase-7, Ac-DEVD-AFC fluorescence rate | Potency, µM (highest dose often 57.5 µM), inactives show at the highest dose activity change, negative = inhibition, hits mostly inhibitors | 0.02% of 75,000 active; active = well fitted inhibition curve with a large enough effect in the main read-out, with a control signal flat, not every such curve was filed as active; inconclusive = small, poorly fitted or top-dose-only effect, or a change in a side signal; note: potency is the fitted concentration of half-maximal effect; % of control where 0% means no effect
# UbGFP stabilizer = proteasome inhibitors stabilizing ubiquitin-GFP reporter. Ubiquitin-GFP reporter cells, proteasome inhibition, GFP fluorescence; response scale: untreated = 0%, 10 µM MG-132 = 100%. Potency, µM (doses to about 45.9 µM), inactives show top-dose activation (GFP accumulation), usual class: activators. 67,000 tested, under 10 active; active = well fitted activation curve with a large enough effect, not every such curve was filed as active; inconclusive = small, poorly fitted or top-dose-only effect, or another doubt; inactive = no such curve, though single readings can be large or run the other way; note: potency is the fitted concentration of half-maximal effect
#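 U2OS Ub(G76V)-GFP reporter; O/N plating, 0.5% FBS; cpd 46 uM–2.9 nM, 4 h, 37 °C; GFP+ cell count, 488/515 nm; norm. to basal vs 10 uM MG-132; CRC fit.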
# A350 autofl = compounds fluorescent in Alexa 350 spectral region | 11% of 59,000 active | max dye-equivalent concentration, M | Compound autofluorescence, 340/450 nm, Alexa 350 dye-equivalents; hits give high values | AID 590; in the data active = max dye-equivalent concentration above about 10 nM; inconclusive = mostly about 1.1 nM to 9.6 nM
# Fluorescein fluor = fluorescein region autofluorescence | Compound autofluorescence, 480/540 nm, fluorescein-equivalent; hits give high values | 0.91% of 59,000 active | max fluorescein-equivalent concentration, M | AID 593; in the data active = max fluorescein-equivalent concentration above about 10 nM; inconclusive = between about 1.1 nM and that limit
#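 Fluorescein stocks ranging 3 mM down to 300 nM, plus DMSO blanks, were pinned alongside compounds to build a per-plate standard curve. Buffer: 100 mM Tris, pH 8.0. Incubation 15 min, room temperature; filters 480/540 nm.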
# The depositor's hits bear a star; i = inactive; ? = inconclusive; nt = not tested or not shown; [ ] = remark or other dose. Unless noted, calls come from the whole dose curve; as a rule, active = well fitted curve in the direction sought with a large enough effect; inconclusive = small, poorly fitted or top-dose-only effect, or another doubt; inactive = no such curve, though single readings can be large; an effect the other way counts as inactive or inconclusive. These rows are one share of the data (hit frequency here may not be typical).
molecule	GFP derepression	4-MU autofl	BRCT PPI red	USP2a inhib	Caspase-1 inhib	HEK293 cAMP cs	BRCT inh green	Caspase-7 inhib	UbGFP stabilizer	A350 autofl	Fluorescein fluor
C[N+]1(CCOS(=O)C23CC4CC(CC(C4)C2)C3)CCOCC1 (stereo not drawn)	0%	i	-2.0%	-4%	-1%	-4%	-1.9%	-1%	-5%	i	?
N#CCC(=O)NCCCOC(=O)Nc1ccc(Cl)c(Cl)c1	2%	nt	-0.4%	10%	0%	-26%	-1.1%	-2%	8%	nt	nt
CCNc1nc(N2CCCCC2)nc(-n2nnc(C(=O)OCC)c2C)n1	2%	i	-2.5%	-11%	2%	?	1.8%	-2%	12%	i	i
CCOC(=O)C1CCCN(c2c(N3CCN(c4ccccn4)CC3)c(=O)c2=O)C1 (stereo not drawn)	nt	nt	1.1%	nt	-3%	-7%	-2.6%	-1%	-3%	nt	nt
CC1COC2C(O1)N(S(C)(=O)=O)CCN2S(C)(=O)=O (stereo not drawn)	0%	nt	0.0%	3%	0%	2%	-1.6%	-3%	-3%	nt	nt
O=C(O)CCSc1nc2ccccc2n1CCOc1ccccc1	-2%	nt	1.4%	-3%	0%	25%	0.1%	1%	8%	nt	nt
C=C(C)CSC1=C(C#N)C(c2ccccc2Cl)CC(=O)N1 (stereo not drawn)	9%	i	-1.3%	nt	0%	9%	-0.7%	1%	-4%	i	i
O=C(CCn1nc(-c2ccccc2)ccc1=O)N1CCN(c2ccccn2)CC1	0%	i	-0.1%	-8%	-1%	1%	-1.7%	-2%	-17%	i	?
Cc1cccc(CC2CC(=O)N(c3ccccc3)C2=O)c1 (stereo not drawn)	11%	i	0.2%	-1%	-1%	6%	1.3%	-1%	19%	?	i
c1ccc(-c2noc(-c3cccs3)n2)nc1	nt	nt	-1.6%	nt	-4%	-19%	-2.5%	0%	nt	nt	nt
CO[C@@H]1COC(=O)CC=C[C@@H](C)[C@@H]2C=C[C@@H](O)[C@@H](COC(=O)C/C=C\[C@H]1C)O2	nt	nt	0.8%[15.4 µM]	nt	1%[11.5 µM]	6%[11.4 µM]	-1.0%[15.4 µM]	0%[11.5 µM]	nt	nt	nt
CCS(=O)(=O)N1CCC(C(=O)NCc2ccc(F)cc2Cl)CC1	8%	i	1.4%	-2%	-1%	12%	-1.4%	0%	4%	i	?
COc1cccc(NC(=O)c2cccs2)c1	6%	i	-0.7%	1%	-1%	-15%	3.1%	-1%	-9%	i	i
O=C(O)CSC(NC(=O)c1cccnc1)(C(F)(F)F)C(F)(F)F	0%	i	1.6%	-12%	3%	3%	-3.9%	-2%	-2%	i	i
COc1ccc(Cl)cc1NS(=O)(=O)c1ccc(S(=O)(=O)N2CCCC2)cc1	-1%	i	-1.6%	29%	-4%	0%	2.6%	-3%	-4%	i	i
Nc1ccc2c(c1)COc1ccccc1O2	2%	i	1.6%	-7%	2%	-9%	1.0%	-2%	-4%	i	i
COc1cccc(CN(C)CC(=O)NC(=O)NCc2ccco2)c1	-1%	i	-4.8%	19%	0%	10%	-1.6%	-6%	-2%	i	?
CCCOc1ccc(C2C(=O)N(C3CCCCC3)CC(=O)N2CCCOCC)cc1OC (stereo not drawn)	5%	i	-0.5%	9%	1%	9%	0.1%	-5%	10%	i	i
O=C(CSCC(=O)Nc1nccs1)Nc1ccccc1	1%	i	-3.0%	-4%	0%	9%	3.3%	1%	6%	i	i
O=C(c1nc(-c2ccccc2)n(-c2ccccc2)n1)N1CCCCCC1	-1%	i	-0.5%	3%	2%	8%	0.3%	0%	-6%	i	i
COc1ccccc1-c1nnc2sc(COc3ccc(Cl)cc3)nn12	2%	i	-2.0%	23%	0%	?	1.6%	-2%	4%	i	i
COc1ccc(-n2nnnc2SCC(=O)N2CCOCC2)cc1	nt	nt	1.0%	nt	-4%	8%	-1.2%	2%	1%	nt	nt
CCOc1ccc(C2N(c3ccc(OC)cc3)C(=O)C3CCCN32)cc1OC (stereo not drawn)	-3%	nt	0.9%	nt	-5%	6%	1.0%	-1%	-6%	nt	nt
Cc1noc(C)c1C(=O)N1CCN(Cc2ccc3c(c2)OCO3)CC1	9%	i	0.8%	2%	0%	6%	-2.4%	-2%	-4%	i	?
Cc1cc(C)cc(OCC(=O)N2CCCCCC2)c1	3%	i	-1.2%	1%	-1%	15%	-7.2%	0%	-3%	i	i
COc1ccc(OC)c(C(=O)CC2OC(=O)c3ccccc32)c1 (stereo not drawn)	2%	?	-0.4%	-5%	-2%	?	3.7%	-1%	-4%	?	i
Cc1ccc(C)c2[nH]c(=O)c(CN(Cc3ccco3)C(=O)Nc3ccccc3)cc12	1%	i	-5.1%	?	-1%	20µM*	4.1%	-3%	2%	?	?
COc1ccc(S(=O)(=O)N2CCC(C(N)=O)CC2)c2ccccc12	0%	?	0.9%	3%	1%	5%	-0.1%	2%	-2%	?	i
CN1CC(=O)N(CC(=O)NCCc2ccc(F)cc2)c2ccccc2C1=O	1%	i	1.1%	-1%	-1%	4%	-1.4%	0%	4%	i	i
COc1ccc(CNc2ccnc(-c3ccccc3Cl)n2)c(OC)c1	0%[9.22 µM]	i	3.1%	6%	-4%	10µM*	-1.6%	-3%	-7%	?	?
O=C1CSC(c2cccnc2)N1C1CCCCC1 (stereo not drawn)	-2%	i	-0.1%	-5%	1%	0%	-2.0%	-1%	5%	?	i
O=C(Nc1nc(-c2ccccc2)cs1)c1ccc(Br)o1	nt	nt	0.6%	nt	-4%	?	1.0%	-7%	nt	nt	nt
O=C(COC(=O)C1(c2ccc(F)cc2)CCCC1)N1CCOCC1	0%	i	0.0%	0%	2%	10%	-1.6%	-1%	-2%	i	?
Cc1ccc(Cn2c(=O)c3ccccc3n3c(CCC(=O)O)nnc23)cc1	nt	nt	1.0%	nt	-5%	10%	0.7%	-1%	-1%	nt	nt
COCCNC(=O)CN(C(=O)Cn1nnc2ccccc21)c1ccc(F)c(Cl)c1	0%	i	-1.4%	8%	-2%	2%	-1.1%	1%	-3%	i	i
O=C(CCC(=O)N1CCN(c2ccccn2)CC1)Nc1nnc(C2CCCCC2)s1	8%	i	0.7%	13%	-2%	28%	-0.9%	-4%	5%	i	i
O=C(Nc1cccc(-n2cnnn2)c1)c1ccco1	0%	i	0.4%	-6%	-2%	-13%	1.1%	-1%	0%	i	?
Cc1ccc(OCCSc2nnc(NC(=O)c3ccco3)s2)cc1	2%	i	0.5%	1%	-1%	9%	-6.1%	1%	1%	i	i
COc1ccc(C2C(C(=O)Nc3ccccc3OC)=C(C)Nc3ncnn32)cc1 (stereo not drawn)	nt	nt	0.6%	nt	-4%	1%	-2.1%	3%	10%	nt	nt
Cc1ccc(NC(=O)CNS(=O)(=O)c2cccs2)cc1F	0%	i	0.9%	10%	2%	3%	3.4%	1%	6%	i	i
CCOC(=O)c1nn(-c2ccccc2)c(C(=O)OCC)c1N	0%	7.9e-07M*	-0.7%	10%	-2%	5%	-0.8%	-1%	-1%	9.5e-07M*	?
O=C(Nc1cccc(O)c1)c1cccc(S(=O)(=O)N2CCCC2)c1	2%	i	-2.2%	12%	4%	-9%	-3.7%	-1%	-1%	i	?
CC1CCN(CCc2nc3cc(NS(=O)(=O)c4ccc(F)cc4)ccc3n2C)CC1	3%	1.8e-07M*	2.1%	10%	-4%	-19%	11%	-6%	-1%	1.9e-07M*	i
CCOC(=O)c1cnc(-n2nc(C)cc2C)nc1NC	-2%	i	1.3%	5%	2%	9%	-5.3%	0%	2%	i	1e-08M*

# Filtered by structure: the compounds so far containing a furan ring, fused or not.
molecule	GFP derepression	4-MU autofl	BRCT PPI red	USP2a inhib	Caspase-1 inhib	HEK293 cAMP cs	BRCT inh green	Caspase-7 inhib	UbGFP stabilizer	A350 autofl	Fluorescein fluor
COc1cccc(CN(C)CC(=O)NC(=O)NCc2ccco2)c1	-1%	i	-4.8%	19%	0%	10%	-1.6%	-6%	-2%	i	?
Cc1ccc(C)c2[nH]c(=O)c(CN(Cc3ccco3)C(=O)Nc3ccccc3)cc12	1%	i	-5.1%	?	-1%	20µM*	4.1%	-3%	2%	?	?
O=C(Nc1nc(-c2ccccc2)cs1)c1ccc(Br)o1	nt	nt	0.6%	nt	-4%	?	1.0%	-7%	nt	nt	nt
O=C(Nc1cccc(-n2cnnn2)c1)c1ccco1	0%	i	0.4%	-6%	-2%	-13%	1.1%	-1%	0%	i	?
Cc1ccc(OCCSc2nnc(NC(=O)c3ccco3)s2)cc1	2%	i	0.5%	1%	-1%	9%	-6.1%	1%	1%	i	i

# Screening results deposited in PubChem by National Center for Advancing Translational Sciences (NCATS).
